Screens from PubChem.
mHTT-CaM PPI inh: mHTT-calmodulin interaction abrogation; P42858; AlphaScreen His-mHTT/GST-CaM binding, luminescence; inhibition, % at 15 µM; actives 3.6% (n = 190,000);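 further: 0% = both proteins with DMSO and 100% = one protein alone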
Pf apPOL block: Pf-apPOL DNA polymerase inhibition; Recombinant Pf-apPOL, molecular beacon fluorescence, 1.5 h; inhibition, % at 10 µM; actives 0.25% (n = 210,000); AID 1794808
Starred values were filed as active, the others as inactive; i = inactive; / = not tested or not shown; & = joins results of further samples. No stated cut-off is given here; in the data, active means inhibition above about 50%; inactive means the rest.

SMILES	mHTT-CaM PPI inh	Pf apPOL block
COc1ccc(CNC(=O)C2CCCN2C)cc1OC (centres undefined)	-6.0&4.5	2.4&-2.7
C[C@@H]1COc2cc(N3CCCC3)ccc2S(=O)(=O)N1C	-16.0	-7.0
CCOc1ccccc1NC(=O)C1CC(=O)N(c2ccc3oc(C)nc3c2)C1 (centres undefined)	-1.7	-4.7
O=C(Cc1cccnc1)N1CCCC(c2nncn2-c2ccccc2)C1 (centres undefined)	-3.3	-0.9
Cc1nnc2sc(SCc3ccc([N+](=O)[O-])cc3)nn2c1=O	-11.5	-4.7
NS(=O)(=O)c1ccc(C(=O)Nc2ccc(-c3cn4c(n3)SCC4)cc2)cc1	22.4	8.5
CCN(CC)c1ccc2cc(C(=O)NC(C)=O)c(=Nc3ccc(C(C)=O)cc3)oc2c1	5.0	-1.8
O=C(CCN1C(=O)c2ccccc2C1=O)Nc1cccc(Br)c1	-4.0	2.5
CCN(C)c1ccc(/C=C2/C(=O)N(c3cccc(Br)c3)N=C2C)cc1	90.0*	-0.7
O=[N+]([O-])c1cc2c(cc1CC1CC1(Cl)Cl)OCCO2 (centres undefined)	-20.0&-12.4	-1.3&-8.2
O=C(C1=NNCC1c1cccc2ccccc12)c1ccccc1 (centres undefined)	/	-0.6
COc1ccc(C(=O)Nc2ccc(NC(=O)c3ccco3)c(C)c2)cc1OC	-2.3	-4.4
O=C1OC2(CCCC2)OC(=O)C1=Cc1ccc(-c2cccc(C(F)(F)F)c2)o1	3.0	3.6
COc1cc(C=O)cc(Cl)c1OCc1ccc(Cl)cc1	-32.2	-7.8
CC(C)COC(=O)C1C2C=CC3(CN(CCc4ccccc4)C(=O)C13)O2 (centres undefined)	36.9	1.7
Cc1ccc(CNC(=O)C2CCCN(S(=O)(=O)N3CCCCCC3)C2)cc1 (centres undefined)	12.0	-11.8
CC(=O)Nc1ccc(C(=O)N2CCN(c3ccccc3)CC2)cc1[N+](=O)[O-]	2.8	-51.6
CCOc1ccc(/C=C2\C(=O)Nc3ccc(Cl)cc32)cc1	25.0	-4.1
COC(=O)c1cccc(C(=O)Nc2ccccc2F)n1	1.3	-3.7
O=C(O)c1ccc2c(c1)C(=O)N(c1nccs1)C2=O	-2.3	-2.5
Cc1ccc(CC(=O)N2CCC(c3cnn(-c4cccc(F)c4)c3)CC2)cc1	2.7	-8.0
CCN(Cc1cn(Cc2ccccc2)nn1)S(=O)(=O)c1ccc(N2CCCC2)cc1Br	3.7	-4.0
OCCCc1nc2ccccc2n1Cc1ccccc1Cl	0.4&9.0	-4.2&-2.8
CCCC(=O)Nc1ccccc1C1(C)CC1	2.6	-0.4
O=C(NCCc1ccc(Cl)cc1)c1ccc2c(c1)nc1n2CCCCC1	7.0	-6.2
(listing goes on)
SMILES	mHTT-CaM PPI inh	Pf apPOL block
COc1cc2c(cc1OC)CN(Cc1ccc(Br)cc1)CC2	5.5	2.4
CCCN(CCC)C(=O)C[n+]1cccc(/C=N/O)c1	i	15.3
O=C(NCCN1CCOC1=O)c1ccc([N+](=O)[O-])cc1	-5.0	-2.6
Nc1nc2ccc(Cl)cc2c2nc(-c3ccco3)nn12	/	2.9
Cc1ccc(C(C[N+](=O)[O-])c2c(O)cc(C)oc2=O)cc1 (centres undefined)	4.0	-3.9
COc1ccc(-c2nnc(N3CCC(C(=O)N4CCC5(CC4)OCCO5)CC3)o2)cc1	-0.5	-2.6
COc1ccc(CCNc2ncnc(N)c2[N+](=O)[O-])cc1OC	3.9&4.0	-2.6&-6.2
CCN(CC)Cc1c(O)ccc2c1OC(=Cc1cccnc1)C2=O	-5.3	-1.5
Cc1ccc2[nH]c(O)c(C(=O)C(=O)Nc3ccccc3)c2c1	0.0	-2.5
CC1CC(C)CN(CC(O)COCCOc2ccc(C(C)(C)C)cc2)C1 (centres undefined)	4.5	-7.1
COc1ccc(-c2noc(C3CCCN3C(=O)Nc3ccccc3Br)n2)cc1 (centres undefined)	-7.9	-2.1
COc1ccccc1CC(=O)N1CCC2(CC1)NC(=O)N(Cc1ccc(F)cc1)C2=O	11.6	-9.5
CCn1nccc1C(=O)Nc1cc(C)nn1-c1nc2ccc(F)cc2s1	-3.2	-3.2
Cc1ccc(C2CC(=O)C3=C(C2)Nc2ccccc2NC3c2ccc(C)s2)cc1 (centres undefined)	29.0	-4.1
COc1ccc(C2CCCN2C(=O)Cn2nc(C(F)(F)F)c3c2CCCC3)cc1 (centres undefined)	-5.5	-3.9
S=C(NCCc1ccccc1)NN=Cc1ccccc1Cl	/	-5.0&2.7
CC(C)(C)N=C1Nc2ccccc2CNC12CCN(C(=O)c1n[nH]c3ccccc13)C2 (centres undefined)	25.5	-3.4
NS(=O)(=O)c1ccc(CCNS(=O)(=O)CCCOc2ccc3c(c2)OCO3)cc1	2.4	3.4
O=C(O)C1CC(=O)N(Cc2ccc(F)cc2)C1 (centres undefined)	-6.5	-6.4
Cc1ccccc1N=c1oc2ccccc2cc1C(=O)Nc1ccccc1	2.0	1.4
COc1ccc(-c2nc3cc(NC(=O)c4ccccc4[N+](=O)[O-])ccc3o2)cc1	1.7	-4.6
Fc1ccc(-c2nc(-c3cccc(-c4ccn[nH]4)c3)no2)cc1F	47.5	-0.8
CC1CCN(Cc2csc(N3CCN(C(=O)C4CCCCC4)CC3)n2)CC1	13.5	-1.9
C[C@@]12CCC=C[C@H]1[C@H](c1ccc(F)c(/C=C/c3ccccc3)c1)N(Cc1ccccc1)C2=O	8.8	-6.6
COc1ccccc1C(=O)Nc1cccc2ncccc12	-6.9	-9.1
New compounds follow.
SMILES	mHTT-CaM PPI inh	Pf apPOL block
O=C(c1ccccc1Br)N1CCN=C1SCc1cccnc1	-4.0	-14.6
O=[N+]([O-])c1cc2c(cc1C=Nc1ccc(O)c(-c3nc4ccccc4o3)c1)OCO2	42.0	1.5
Cc1ccc(-n2nc3c(c2NC(=O)c2cc4ccccc4oc2=O)CSC3)cc1	0.0	-19.4
O=C(Cc1c(C(=O)O)[nH]c2ccccc12)Nc1ccc(F)cc1Cl	-4.0	-7.3
Cc1ccnc(NC(c2ccsc2)c2ccc3cccnc3c2O)c1 (centres undefined)	99.5*	-1.1
CCn1c2ccccc2c2nnc(SCC(=O)N3CCCc4ccccc43)nc21	1.0	-10.7
N#Cc1cccc(-c2cn3c(n2)N(C(=O)Cc2ccsc2)CCC3)c1	13.1	1.7
O=C(Nc1ccc(N2CCCC2)c(Cl)c1)c1ccccc1[N+](=O)[O-]	41.7	-3.8
O=C(O)CCC(=O)Nc1ccc(-c2cnc(-c3ccc(NC(=O)CCC(=O)O)cc3)nc2)cc1	-2.0	3.2
COc1ccc(SCC(=O)Nc2nnc(-c3ccno3)o2)cc1	13.3	20.8
Cc1cc(C)n(C)c(=O)c1C(=O)NCC1CCCO1 (centres undefined)	-8.4	/
CCCOc1ccccc1/C=C1\C(=O)NN(c2cccc(Br)c2)C1=O	3.0	-0.9
CCc1nnc(NC(=O)CSc2nnc(-c3ccco3)c(-c3ccco3)n2)s1	65.0*	4.6
COc1ccc(S(=O)(=O)N2CCCCC2)cc1C(=O)Nc1nc(C)cs1	12.1	-8.4
O=S1(=O)N[C@H](Cc2ccccc2)COc2cc(N3CC[C@H](O)C3)ccc21	4.0	-3.5
COc1ccc(C2=N/C(=C\c3ccc([N+](=O)[O-])cc3)C(=O)O2)c(Br)c1	-5.0	-1.4
CCCCNC(=O)CCn1nnc2ccccc2c1=O	16.0	-5.6
CCC(C)NC(=O)C1c2ccccc2CC(=O)N1CC (centres undefined)	-10.9	-1.6
COc1ccc(C2C(C(=O)N3CCCC3)c3ccccc3C(=O)N2Cc2ccc(F)cc2)cc1 (centres undefined)	16.0	1.4
Cc1ccccc1-c1nc(C2CCN(C(=O)CNS(=O)(=O)c3ccccc3)CC2)no1	-7.8	-1.3
Cc1cccc(S(=O)(=O)N2CCSC2c2cccc([N+](=O)[O-])c2)c1 (centres undefined)	2.0	-1.9
O=C(c1ccc([N+](=O)[O-])cc1)N1CCN(c2ncccn2)CC1	-0.7	-2.9
O=C(O)c1ccccc1SC1CC(=O)N(c2ccc(OC(F)F)cc2)C1=O (centres undefined)	-2.0&-4.7	0.5&-4.9
Cc1cc(C)n2nc(SCCC(=O)NCC3CCCO3)nc2n1 (centres undefined)	-8.0	-5.9
COc1ccc(C(=O)Oc2cc(C)[nH]c(=O)c2[N+](=O)[O-])cc1OC	85.6*	-2.4

A few values from the list:
For mHTT-CaM PPI inh, `COc1ccc(-c2nc3cc(NC(=O)c4ccccc4[N+](=O)[O-])ccc3o2)cc1` reads 1.7
For Pf apPOL block, `COc1cc2c(cc1OC)CN(Cc1ccc(Br)cc1)CC2` reads 2.4
For mHTT-CaM PPI inh, `COc1ccc(CNC(=O)C2CCCN2C)cc1OC` (centres undefined) reads -6.0&4.5
For Pf apPOL block, `O=C(C1=NNCC1c1cccc2ccccc12)c1ccccc1` (centres undefined) reads -0.6
For Pf apPOL block, `CC1CC(C)CN(CC(O)COCCOc2ccc(C(C)(C)C)cc2)C1` (centres undefined) reads -7.1
For Pf apPOL block, `O=C1OC2(CCCC2)OC(=O)C1=Cc1ccc(-c2cccc(C(F)(F)F)c2)o1` reads 3.6
For Pf apPOL block, `O=[N+]([O-])c1cc2c(cc1CC1CC1(Cl)Cl)OCCO2` (centres undefined) reads -1.3&-8.2

Full records, looked up by structure.
Entry for COc1ccc(S(=O)(=O)N2CCCCC2)cc1C(=O)Nc1nc(C)cs1 = mHTT-CaM PPI inh: 12.1; Pf apPOL block: -8.4
Entry for CCCCNC(=O)CCn1nnc2ccccc2c1=O = mHTT-CaM PPI inh: 16.0; Pf apPOL block: -5.6
Entry for Cc1cc(C)n(C)c(=O)c1C(=O)NCC1CCCO1 (centres undefined) = mHTT-CaM PPI inh: -8.4; Pf apPOL block: /

By substructure, the compounds so far with a thiophene ring, fused or not
SMILES	mHTT-CaM PPI inh	Pf apPOL block
Cc1ccc(C2CC(=O)C3=C(C2)Nc2ccccc2NC3c2ccc(C)s2)cc1 (centres undefined)	29.0	-4.1
Cc1ccnc(NC(c2ccsc2)c2ccc3cccnc3c2O)c1 (centres undefined)	99.5*	-1.1
N#Cc1cccc(-c2cn3c(n2)N(C(=O)Cc2ccsc2)CCC3)c1	13.1	1.7

The listing continues:
SMILES	mHTT-CaM PPI inh	Pf apPOL block
CCOc1ccc(CC(=O)NCC2(O)CCCC2)cc1	-2.0	-7.4
O=C(NCc1ccccc1)N1CCc2nc(-c3ccccc3)ncc2C1	-1.4	-3.7
O=C(Nc1ccccc1N1CCOCC1)c1cc2ccccc2oc1=O	/	-7.2
COCCN1C(=O)Cc2ccccc2C1C(=O)N1CCN(C2CCCCC2)CC1 (centres undefined)	-2.4	-3.5
NC(CSc1ncccc1C(F)(F)F)=NOC(=O)c1ccc(Cl)cc1	/	-8.1
CCCn1cnnc1C1CCCCN1C(=O)c1cnccn1 (centres undefined)	0.0	-22.7
CC(C)(C)C(O)CCNC(=O)Cc1ccc(Cl)cc1 (centres undefined)	-14.5	-5.3
COc1ccc(/C=C2/N=C(c3ccc(F)cc3)OC2=O)cc1OC	5.0	-5.9
O[C@H]1CN(Cc2cccs2)[C@@H](c2ccc(Cl)cc2)C[C@@H]1n1cc(C2CC2)nn1	98.3*	-5.9
CCN1c2cc(Cl)ccc2C(=O)NC12CCN(C(=O)NCc1cccc(F)c1)CC2	-0.3	-22.9
CC/C(C)=C1\C(=O)NN(c2ccc(Br)cc2)C1=O	74.0*	-1.2
N#Cc1ccc(-n2cccc2)nc1	/	-4.2
O=C(Nc1cccc(C(F)(F)F)c1)C1COc2ccccc2O1 (centres undefined)	-38.0	0.8
COc1cc(S(=O)(=O)Nc2cccc3cn[nH]c23)c(OC)cc1C	-17.8	-10.4
O=C(c1cccc(-c2nc(-c3ccccc3)no2)c1)N1CCCCC1	3.1	-3.5
CC1=C(C#N)c2nc(N)c(C#N)c(C)c2/C1=C/c1ccc(-c2ccccc2[N+](=O)[O-])o1	35.0	2.7
CCc1ccccc1NC(=O)CCS(=O)(=O)c1cc(Br)cc2c1N(C(C)=O)CC2	7.0	-4.5
COc1ccc(CNC(=O)C2=C(C)C(=O)OC23CCCCC3)cc1	6.2	0.4
Cn1c2ccccc2c2nnc(SCC(=O)c3ccccc3)nc21	9.6	-8.8

An excerpt; the hit share may differ from the screen's.
